Dynein transport – dynein cargo transport inhibition; 3617.4 mouse cells, GR-EGFP nuclear translocation imaging; test concentration mostly 20 µM; stimulated with dexamethasone, 1 µM; stronger effect = lower value; z-score, hits read low; 0.47% of 220,000 active;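 active means plate z-score of nuclear minus cytoplasmic receptor signal below a set negative limit, without overly bright fluorescence or cell loss, cut at about -3.5 in these data, passing the limit was not always enough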;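 further: z-score of nuclear minus cytoplasmic ring GR-EGFP intensity difference per well; some compounds called inactive have numbers as strong as hits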
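Schedule: 48 h induction, then 1 h compound, then 30 min agonist, 37 °C. Buffer or medium: tetracycline-free induction medium containing charcoal-stripped FBS. Reagent: 1.0 µM final dexamethasone stimulus. Evaluation: nuclear versus cytoplasmic GR-EGFP signal, averaged per well. Signal: high-content fluorescence imaging after fixation.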
CSM14.1 death rescue – protection against thapsigargin-triggered cell killing – 384-well, CSM14.1, ATP luminescence, primary screen (AID 1222) | cellular ATP content (survival), % at 20 µM, or EC50 in µM where a hit was titrated | CSM14.1 thapsigargin-induced death rescue, ATP luminescence; higher % means a stronger effect | 190,000 tested, under 10 active;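 active means EC50 below 50 µM in the dose-response confirmation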;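 further: death triggered by thapsigargin at about 15 µM added after 2 h compound pretreatment; cell ATP read after overnight thapsigargin exposure of roughly 18 to 22 hours; normalized against plate controls of thapsigargin alone and 5% DMSO vehicle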
Lipid droplet – hepatic lipid droplet formation modulation; AID 1656; AML12 mouse hepatocytes, oleate lipid droplets, BODIPY imaging; 0.4% of 240,000 active; inhibition, % at 6.5 µM;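 active means lipid droplet intensity inhibited by at least 50%, with more than 500 cells counted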
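material = mouse AML12 hepatocyte cell line, fixed after treatment | also added = 100 µM oleic acid challenge | doses = compound at 6.5 µM only | schedule = overnight exposure | technique = Image-based BODIPY and DAPI two-channel analysis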
Autophagy HCS – modulators of autophagy | MEF GFP-LC3 puncta imaging; test concentration mostly 10 µM | calls only at 10 µM (by protocol) | 0.98% of 190,000 active | AID 463193;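 active means percentage of spot-positive cells more than 3 SD above its plate mean, without a fluorescence outlier flag or 80% toxicity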;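 further: spot-positive cell cutoff set from DMSO-treated cells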
WT yeast gro inh – growth inhibition of WT yeast, mitochondrial fusion screen; mitochondrial fusion phenotypic screen, WT strain; inhibition, % at 10 µM; 2.1% of 190,000 active; in the data active means inhibition above about 58%; tested in S. cerevisiae
XIAP displacement – small molecules displacing peptide from XIAP – biochemical, IAP family, fluorescence polarization (AID 1018); XIAP BIR domain, fluorescence polarization peptide displacement; higher % means a stronger effect; 0.007% of 200,000 active; one-dose displacement, % at 20 µM; IC50 in µM for titrated hits; in the data active means displacement above about 50%; further: a part of the inactive calls stands beside numbers as strong as those of hits
MT stabilizer – microtubule stabilizers in HeLa cells; HeLa tubulin immunostaining HCS, 24 h; share of cells brighter than vehicle mean+2SD; % tubulin-high responders, % at 10 µM; 0.83% of 200,000 active;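 active means plate Z-score above 3 for both tubulin-high and condensed-nucleus cell shares, with cell loss under 80%, at 10 µM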;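 further: anti alpha tubulin signal scored within the nucleus-defined area of each cell; some results filed as inactive read as strong as hits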
Ins promoter up – MIN6 insulin promoter up-regulation | 0.3% of 190,000 active | MIN6 insulin promoter-GFP reporter, high-content imaging; stronger effect = higher value | z-score at 5 µM;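 active means z-score above 3 at 5 µM with at least 500 cells counted in the well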
b-catenin transl – alters nuclear translocation of beta-catenin in HeLa cells; immunofluorescence imaging; nuclear translocation activity, % at 5 µM; 0.3% of 190,000 active;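 active means nuclear translocation activity above 50% at 5 µM, with a well cell count of 50 or more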;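 further: per-cell ratio of nuclear to cytoplasmic median beta-catenin stain intensity; plate controls were DMSO negative control for no effect and GSK-3 inhibitor IX positive control for full effect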
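Technique: fluorescence imaging of beta-catenin antibody stain plus DAPI / Material: human HeLa cell line / Incubation: compound treatment 24 h, 37°C, 5% CO2 / Read-out basis: % activation of per-cell nuclear versus cytoplasmic median beta-catenin signal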
WT yeast gro inh mutant strain – second read-out of WT yeast gro inh, no call of its own (marks repeat the call); inhibition, %; mitochondrial fusion phenotypic screen, mutant strain inhibition
Dynein transport cytoplasmic EGFP – second read-out of Dynein transport, no call of its own (marks repeat the call); z-score; measured here: cytoplasmic GR-EGFP intensity; stronger effect = higher value
Dynein transport nuclear GR-EGFP – further read-out of Dynein transport, marked with its call; z-score; measured here: nuclear GR-EGFP intensity;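 lower value marks the stronger effect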
Dynein transport cell count – further read-out of Dynein transport, marked with its call; z-score; measured here: cell count per field
Ins promoter up cell count – second read-out of Ins promoter up, no call of its own (marks repeat the call); cell count; measured here: cytotoxicity, nuclei count;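 total cells summed across four imaged fields per well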
Lipid droplet cells 6.5 µM – also measured in Lipid droplet; calls as there; cell count; measured here: cell count, cytotoxicity flag;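 cells counted across two imaged fields per well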
b-catenin transl cell count 5 µM – also measured in b-catenin transl; calls as there; cell count; measured here: cell count, cytotoxicity flag
MT stabilizer Hoechst-high % – recorded beside MT stabilizer, whose call it bears; % Hoechst-high responders; measured here: nuclear condensation Hoechst responders;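 share of cells brighter than vehicle mean plus two SD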
MT stabilizer cytotoxicity % – recorded beside MT stabilizer, whose call it bears; toxicity, %; measured here: cytotoxicity by cell density;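 0% = mean cell density of plate MIN control wells and 100% = no cells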
Autophagy HCS cell loss 18 h – second read-out of Autophagy HCS, no call of its own (marks repeat the call); toxicity, %; measured here: cell loss, nuclei count;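 cell loss after 18 h compound exposure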
An asterisk follows results filed as active; i = inactive; . = no result given; + = active, no number.

SMILES	Dynein transport	Dynein transport cytoplasmic EGFP	Dynein transport nuclear GR-EGFP	Dynein transport cell count	CSM14.1 death rescue	Lipid droplet	Lipid droplet cells 6.5 µM	Autophagy HCS	Autophagy HCS cell loss 18 h	WT yeast gro inh	WT yeast gro inh mutant strain	XIAP displacement	MT stabilizer	MT stabilizer Hoechst-high %	MT stabilizer cytotoxicity %	Ins promoter up	Ins promoter up cell count	b-catenin transl	b-catenin transl cell count 5 µM
CCc1nnc(NC(=O)c2c(O)c3c([nH]c2=O)CCCC3)s1	0.297	-0.263	0.13	0.13	0.5%	-1.5	746	i	-0.3	-6.4	-1.5	-2.6%	3.0	1.4	1.3	1.2	970	-0.3	1086
O=C(NCc1ccco1)c1ccc(F)c(S(=O)(=O)N2CCCCC2)c1	1.66	0.0041	1.83	-2.18	-0.6%	2.8	708	i	-4.1	18.5	-5.5	-15.5%	2.2	1.2	8.3	0.07	1295	1.7	1087
COc1ccc(C2=NN3C(C2)c2ccccc2OC32C(=O)N(C)c3ccccc32)cc1 (stereo not drawn)	-0.293	-0.172	-0.311	0.377	-1.0%	-12.5	654	i	41.9	6.9	19.0	-4.7%	3.4	1.6	2.5	0.94	1855	-0.4	1024
O=C(COc1ccc(C2SCCS2)cc1)NNC(=O)C(Cl)Cl	-0.586	-0.279	0.102	0.371	.	29.1	704	.	.	.	.	.	.	.	.	-0.01	1012	1.3	1305
CCOC(CNC(=O)c1ccc2c(c1)nc(C)n2-c1cccc(F)c1)OCC	-1.03	-0.202	0.293	0.339	-1.2%	16.5	687	i	8.6	-4.8	-17.5	-1.6%	3.3	2.2	3.5	-0.13	1147	-0.2	1164
N/C(=N\OC(=O)CCC1CCCC1)c1ccc([N+](=O)[O-])cc1	-0.416	-0.371	-0.307	0.396	-0.2%	24.6	692	i	42.0	34.9	-8.4	-1.2%	3.2	4.1	6.6	0.08	1532	5.6	884
CN(C)CCCN1CC(C(=O)O)CC1=O (stereo not drawn)	-0.678	-0.232	-0.741	0.671	3.6%	.	.	i	26.2	-6.4	-2.9	-4.6%	1.7	1.4	5.2	0.01	1476	0.2	1379
CCCN1CCN(C(=O)c2cc(COc3ccc4ncccc4c3)on2)CC1	-1.05	0.0633	-0.376	0.624	0.4%	-11.9	664	i	12.7	4.7	0.4	-9.7%	3.0	2.6	2.8	-1.23	1072	0.8	1112
O=C(O)CC(SCC(=O)NC1CCCc2ccccc21)C(=O)O (stereo not drawn)	-1.24	-0.12	-0.264	0.174	.	8.4	683	.	.	.	.	.	.	.	.	1.35	1100	2.0	1367
COc1ccc(C2C(C#N)=C(C)NC(C)=C2C(=O)OC(C)C)c(OC)c1 (stereo not drawn)	-1.23	-0.318	-0.591	1.17	-1.1%	11.2	645	i	1.0	7.2	15.7	-2.2%	1.7	3.1	6.8	-1.81	1385	-4.0	1126
CCc1nnc(NC(=O)C2CCN(C(=O)NC3CCCCC3)CC2)s1	-0.0889	-0.199	0.297	-0.604	0.3%	.	.	i	-4.4	-1.1	-11.2	-3.0%	5.6	3.2	5.2	-0.33	1545	-0.4	1357
N#CCC(=O)c1sccc1-n1cccc1	0.242	-0.322	0.162	0.364	.	15.2	665	i	6.3	-1.9	-11.5	-4.7%	2.0	2.9	7.0	1.41	1067	-1.5	1192
O=C(COC(=O)CCc1c[nH]c2ccccc12)NCc1ccc2c(c1)OCO2	0.961	0.855	0.547	-0.831	0.8%	4.7	718	i	7.7	-9.4	-3.5	-6.5%	5.3	1.8	3.9	0.3	1394	0.1	1029
Cc1cnc(C(=O)OCC(=O)NCc2ccccc2)cn1	-1.76	-0.193	-0.774	1.29	-1.4%	6.5	712	i	3.6	-12.4	1.6	-4.3%	2.6	1.4	1.3	0.2	2034	-3.7	1109
O=C(CCc1nc2ccccc2[nH]1)Nc1ccccc1F	0.226	-0.315	0.463	-0.0198	-1.5%	1.8	652	i	7.8	4.8	-0.1	-3.8%	2.7	1.5	9.3	0.17	1453	-2.6	1107
N#C/C(=C/c1cn[nH]c1-c1ccc(Br)cc1)C(=O)O	0.768	-0.259	0.255	-0.0498	0.0%	11.4	738	i	-1.3	-1.4	-4.5	-2.6%	3.7	1.7	11.4	.	.	-1.4	561
CCOC(=O)C1=C(C)N(C)C(=S)NC1c1ccccc1 (stereo not drawn)	-0.139	-0.229	-0.0482	0.387	-1.3%	-4.2	589	i	5.9	-7.1	-3.3	-9.6%	5.2	3.6	4.5	0.32	1535	-1.1	1076
COc1cccc(C(=O)C(C#N)=C(SC)SC)c1	-4.53*	1.51*	-2.08*	1.03*	.	-16.3	660	.	.	.	.	.	.	.	.	-0.5	1250	1.0	974
O=C(CCCCCCN1C(=O)c2ccccc2C1=O)NC1CCCCC1	0.0188	-0.23	-0.0591	0.14	-4.5%	-1.5	721	i	1.4	3.2	-2.9	-7.3%	2.4	1.8	5.6	0.07	1254	2.2	383
CCCCNC(=O)C(=O)NCCCn1ccnc1	-0.671	-0.325	-0.263	1.36	-1.7%	5.7	686	i	-4.1	-6.0	5.5	-7.1%	2.1	1.3	7.0	-0.11	1626	-3.0	1066
O=C(OCc1nc2ccccc2[nH]1)C1CCCCC1	0.677	-0.227	0.95	-0.901	0.6%	-10.0	634	i	-0.9	3.0	-0.5	-0.7%	2.0	2.5	5.6	-0.03	1383	0.2	949
CC1CN(C)C(C)c2c1oc1ccc([N+](=O)[O-])cc21 (stereo not drawn)	-0.314	-0.269	-0.226	0.639	-1.0%	4.2	695	+	0.2*	-9.8	-6.5	-2.2%	3.0	2.7	8.2	-0.23	1366	0.4	1538
Cc1cc(C)cc(SCc2noc(C(=O)NCCCN3CCOCC3)c2C(=O)NCCCN2CCOCC2)c1	-0.188	-0.758	0.0675	0.242	.	11.3	616	.	.	.	.	.	.	.	.	0.18	877	0.8	1303
COc1ccc(OC)c(CNC(=O)CCc2nc(-c3cccs3)no2)c1	-0.479	-0.239	0.377	0.975	-1.4%	-2.0	746	i	8.5	8.1	0.5	-1.5%	2.6	1.5	7.6	0.18	1174	0.2	545
O=C(N/N=C\c1cc([N+](=O)[O-])ccc1N1CCCC1)c1ccccn1	-0.282	-0.268	-0.0414	0.452	-0.5%	1.4	680	i	-19.6	0.3	-10.9	-4.8%	2.1	2.9	19.0	0.09	1529	2.5	821
COc1ccc(NC(=O)c2cc(S(=O)(=O)N(Cc3ccccc3)c3ccccc3)ccc2Cl)cn1	-0.0542	-0.135	-0.388	0.453	-6.1%	-0.9	562	i	21.4	22.0	4.7	-8.4%	2.6	2.5	7.7	0.21	1191	.	.
Cc1nn(C)c(Oc2cccc(C(F)(F)F)c2)c1C=O	-0.573	-0.26	-0.374	0.488	-1.0%	-9.9	683	i	17.5	1.8	-8.9	-5.3%	2.0	2.4	2.4	-0.21	1150	-0.8	1277
CCN1C(=O)S/C(=C\c2ccc(N3CCOCC3)cc2C)C1=O	-0.637	-0.129	0.3	0.477	-1.7%	.	.	i	16.5	-19.8	5.4	-3.4%	2.1	2.0	4.5	-0.34	1480	0.5	1385
O=c1c(C(c2ccccc2)c2c(O)nc3n(c2=O)CCS3)c(O)nc2n1CCS2	2.94	0.15	2.35	-1.42	-5.3%	-4.8	701	i	-12.9	-13.5	-20.5	1.3%	5.9	2.4	14.2	-0.09	1162	4.9	498
N/C(Cc1cccs1)=N\OC(=O)COc1ccccc1Cl	-0.521	-0.323	-0.149	0.566	-2.3%	-2.6	782	i	-4.8	24.9	-37.3	-6.9%	1.4	1.2	8.1	-0.14	955	-5.8	1198
O=C(NCCc1ccc(Cl)cc1)c1cccnc1	-1.01	-0.0166	-0.332	0.558	5.7%	-7.0	753	i	-2.2	-10.1	-16.9	-7.0%	1.4	1.4	6.6	-0.38	1051	-2.0	1229
CCN(CC)C(=N)N1c2ccccc2CCC1C (stereo not drawn)	-0.629	-0.21	-0.694	0.372	0.0%	3.0	717	i	-2.5	7.0	-3.1	-4.1%	1.8	2.7	10.1	-0.38	1236	2.4	1057
CCCc1nnc(NC(=O)Cn2cnc3ccccc3c2=O)s1	0.893	-0.00092	1.1	0.0641	0.0%	.	.	i	17.9	-2.6	-1.0	-5.8%	3.2	2.2	5.1	-0.16	1480	-2.4	1387
Cc1cc(C)cc(N(CC(=O)N2CCC(C)CC2)S(C)(=O)=O)c1	0.663	-0.211	0.221	0.554	-0.3%	-3.6	727	i	-3.6	-7.5	-4.0	-2.3%	3.3	2.6	7.0	-0.22	1289	.	.
O=C(NCc1ccccc1)N1CCn2c(nc3ccccc32)C1	-0.398	-0.226	0.0786	0.591	-1.6%	-22.4	685	i	2.5	-11.5	-15.0	-3.1%	1.5	1.7	2.3	.	.	0.0	1044
CCCCCCN1C=CC=C/C1=C\C=C(C#N)C#N	-0.578	-0.217	0.299	0.264	.	-2.2	675	.	.	.	.	.	.	.	.	0.22	985	-1.4	1333
COc1ccc(OC)c(N(CC(=O)N2CCCC2)S(=O)(=O)c2ccc(OC)c(OC)c2)c1	0.29	-0.202	0.142	0.102	-0.7%	1.0	724	i	5.2	5.2	9.8	0.8%	3.5	2.6	7.0	0.03	1139	0.5	910

Assay outcomes (PubChem BioAssay)
